# Bioassay records: PubChem, Southern Research Specialized Biocontainment Screening Center
# Dengue-2 NS5 capping – Dengue-2 NS5 methyltransferase inhibitors, primary screen, biochemical, confirmation dose response (AID 588689) | 0.3% of 340,000 active | Dengue-2 NS5 methyltransferase capping enzyme assay, biochemical; higher % means a stronger effect | Genome polyprotein (Dengue virus type 2 (strain 16681-PDK53)) | inhibition, % at 25 µM; hits with a dose series show IC50 in µM; in the data active = a potency from the dose series; inconclusive = inhibition above about 29% without an active follow-up result
# * marks the source's active call; other numbers are inactive results; ? = inconclusive. Not all compounds are listed; rates above refer to the full screens.
SMILES,Dengue-2 NS5 capping
CCCCN1C(=O)C(CC(=O)NCCCCc2ccccc2)CC(C(=O)N(C(C)C)C(C)C)=C1C (configuration not stated),-9.3%
CN1C(=O)[C@H]2[C@@H](c3ccc(C(F)(F)F)cc3)N[C@]3(CCCN(Cc4ccc(C(F)(F)F)cc4)C3=O)[C@H]2C1=O,3.5%
COc1ccccc1NC(=O)N(C)C[C@@H]1OCc2cnnn2CCCC(=O)N([C@H](C)CO)C[C@H]1C,-5.8%
C[C@H]1CN([C@@H](C)CO)C(=O)c2cc(C#CC3(O)CCCC3)cnc2O[C@H]1CN(C)C(=O)C1CC1,-2.3%
COc1ccc(-c2ccc3[nH]c4c(c3c2)CCN2C[C@@H]([C@H](C)OC(=O)Nc3cc(Cl)cc(Cl)c3)[C@@H](N(C)C(=O)Nc3cc(Cl)cc(Cl)c3)C[C@@H]42)cc1,-7.2%
Cc1cc2[nH]c(=O)c(=O)[nH]c2cc1S(=O)(=O)NCC(C)c1ccccc1 (configuration not stated),1.1%
CC(Oc1ccc(F)cc1)C(=O)Nc1cccc(S(=O)(=O)N(C)c2ccccc2)c1 (configuration not stated),-6.3%
O=C(OCC(=O)c1ccc[nH]1)c1ccc(S(=O)(=O)C(F)F)cc1,-3.3%
COCOCCn1cc(CN2CCS(=O)(=O)N(Cc3ccc(-c4ccncc4)cc3)C(C)C2=O)nn1 (configuration not stated),-2.9%
COc1ccc(-n2c(=O)c3c4c(sc3n(CC(=O)NCC3CCCO3)c2=O)CN(C(C)=O)CC4)cc1OC (configuration not stated),-1.1%
COc1cccc(OCc2cc(C(=O)N(C)C3CCCCC3)no2)c1,-5.2%
COc1cc(C(=S)N2CCOCC2)cc(OC)c1OC(=O)c1ccccc1Cl,6.0%
Cc1ccc(-c2ccc(CN3C(C)C(=O)N(Cc4cn(CC5CCCCC5)nn4)CCS3(=O)=O)cc2)cc1 (configuration not stated),0.6%
Cc1nn2c(=O)[nH]cnc2c1Cl,-0.6%
C[C@@H]1CCCCO[C@H](CN(C)Cc2ccc(C(F)(F)F)cc2)[C@@H](C)CN([C@H](C)CO)C(=O)c2cc(NS(=O)(=O)c3cn(C)cn3)ccc2O1,1.1%
CC(=O)N1CC2(CC(c3ccccc3F)=NO2)CN1c1ccc(Cl)cc1 (configuration not stated),-1.6%
CC1CCCCC12NC(=O)N(CC(=O)Nc1cccnc1)C2=O (configuration not stated),-2.2%
CCOc1ccc(NS(=O)(=O)c2ccc(C(=O)NCC(c3ccco3)N3CCCCC3)cc2)cc1 (configuration not stated),2.3%
O=C(NCc1ccccc1)/C(=C\c1cccc([N+](=O)[O-])c1)NC(=O)c1ccco1,2.7%
COC(=O)[C@H]1C[C@@]2(O)CN(S(=O)(=O)c3ccc(C)cc3)C[C@@]2(OC(=O)Nc2cccs2)C[C@H]1C(=O)OC,-1.1%
Cc1ccc(NC(=O)COC(=O)CN2CCSC2=O)cc1F,3.9%
C[C@]12CC[C@H](O)CC1=CCC1C2CC[C@@]2(C)C1CC[C@@H]2NCc1ccccc1 (some centres not stated),-1.7%
CCCNC(=O)C[C@@H]1C[C@@H]2c3cc(NS(=O)(=O)c4ccc(OC)cc4)ccc3O[C@@H]2[C@@H](CO)O1,0.6%
CC(NC(=O)COC(=O)c1ccccc1O)c1ccccc1 (configuration not stated),-2.3%
Cc1csc(=O)n1CCC(=O)OCC(=O)Nc1ccc(N2CCOCC2)cc1,-4.4%
CCOc1ccccc1C(=O)NCC(=O)N(C)CC(=O)Nc1ccc(N2CCOCC2)cc1,1.6%
Cc1cc(C(C)(C)C)cc(CN2CCN(S(=O)(=O)c3cccs3)CC2)c1O,4.9%
Cc1cccc(C)c1NC(=O)CN1CCN(C(=O)CCC(=O)N2CCC(c3ccccc3)=N2)CC1,2.2%
Cc1ccccc1-c1n[nH]nc1C1=CC(=O)C[C@H](c2ccc(F)cc2)C1,1.7%
Cc1nccn1CCC(=O)NC1CC(C)(C)Cc2c1cnn2-c1ccccc1 (configuration not stated),-2.3%
COc1ccc(-n2cnnc2SCC(=O)NC2CC2)cc1,2.2%
C#CCN(C[C@@H]1[C@@H](OC(=O)NCc2ccccc2F)[C@@H](OC(=O)NCc2ccccc2F)Cn2c(=O)ccc(=O)n21)S(=O)(=O)c1ccc(C)cc1,-38.0%
O[C@H]1C[C@H](c2ccccc2)N(CC2CCCCC2)C[C@@H]1n1cc(-c2ccc(F)cc2)nn1,0.6%
CCOc1ccccc1OCCCC(=O)Nc1cc(S(=O)(=O)N2CCCCC2)ccc1C,1.1%
C[C@H](CO)N1C[C@H](C)[C@H](CN(C)S(=O)(=O)c2ccccc2)OCc2cnnn2CCCC1=O,-4.5%
O=C(CN(c1ccccc1Cl)S(=O)(=O)c1ccccc1)NC1CC2CCC1C2 (configuration not stated),5.2%
Cc1ccc(S(=O)(=O)N2CC3(O)CN(C(=O)OC(C)C)N(C(=O)OC(C)C)CC3(OC(=O)NCc3ccccc3F)C2)cc1 (configuration not stated),-8.0%
CN1C(=O)[C@H]2[C@@H](c3ccc(C(F)(F)F)cc3)N[C@]3(CCCN(Cc4ccco4)C3=O)[C@H]2C1=O,-2.8%
C[C@@H]1CN([C@H](C)CO)C(=O)c2c(c3ccccc3n2C)-c2ccccc2CO[C@H]1CN(C)C(=O)NC1CCCCC1,-3.9%
COc1ccc(-c2ccc3c(c2)O[C@H](CN(C)C(=O)Nc2ccccc2F)[C@@H](C)CN([C@H](C)CO)S3(=O)=O)cc1,2.3%
COc1ccc(/C=C2\SC(=S)N(CCC(=O)N3CCOCC3)C2=O)cc1OC,2.2%
COc1cccc(S(=O)(=O)N(C)C[C@@H]2OCc3cnnn3CCCC(=O)N([C@H](C)CO)C[C@@H]2C)c1,-7.4%
Cc1cccc(-c2nnc(C(C)Nc3cccc(C(=O)NC4CC4)c3)o2)c1 (configuration not stated),-6.0%
C[C@@H]1CN([C@H](C)CO)S(=O)(=O)c2ccc(Br)cc2O[C@@H]1CN(C)Cc1ccc(-c2ccccc2)cc1,4.0%
N#CCCN(Cc1cccnc1)CN1C(=O)c2ccccc2C1=O,2.9%
COc1ccc(CN2C(=O)C(CC(=O)NC3CCCCC3)CC(C(=O)N(C)C)=C2C)cc1 (configuration not stated),5.0%
CC(C)CC1C(=O)N(Cc2cn(Cc3ccco3)nn2)CCS(=O)(=O)N1Cc1ccc(-c2ccncc2)cc1 (configuration not stated),-3.5%
COC(=O)[C@H]1C[C@@]2(O)CN(S(=O)(=O)c3ccc(C)cc3)C[C@@]2(OC(=O)NC2CC2)C[C@H]1C(=O)OC,-3.4%
O=C(COC(=O)c1ccc2ccccc2c1)NCc1ccccc1,-3.5%
NC(=S)NN=Cc1c[nH]c2nccnc12,-21.9%
O=C(Nc1ccc(N2CCCC2)c(Cl)c1)c1ccccc1F,-3.3%
CCC1NC(=O)c2cccnc2-n2c1nc1ccc(C)cc1c2=O (configuration not stated),-2.8%
CC(C)NC(=O)C1CC(=O)N(CCc2ccc(F)cc2)C1 (configuration not stated),2.2%
CCN(CC)C(=O)C1=C(C)N(Cc2ccc(F)cc2)C(=O)C(CC(=O)NCCN2CCOCC2)C1 (configuration not stated),9.4%
Cc1c(-c2ccc(OCCN3CCOCC3)cc2)c(=O)oc2ccc3ccccc3c12,-4.0%
CCOC(=O)C1=C(C)OC(=Cc2ccc(OC)cc2)C1=O,3.5%
COC(=O)C(Sc1ccc(Cl)cc1)C1SC(=S)N(Cc2ccccc2)C1=O (configuration not stated),-17.1%
CC1CCC(NC(=O)c2ccc(Br)o2)CC1 (configuration not stated),-1.6%
Cc1ccc(NC(=O)CSc2nnc3n2CCCCC3)cc1S(=O)(=O)N1CCOCC1,-1.6%
CC1=C(C(=O)N2CCOCC2)CC(CC(=O)NCc2cccs2)C(=O)N1Cc1ccc(C(C)(C)C)cc1 (configuration not stated),-2.2%

# An excerpt from above in order of length of the SMILES, low to high:
SMILES,Dengue-2 NS5 capping
NC(=S)NN=Cc1c[nH]c2nccnc12,-21.9%
CC1CCC(NC(=O)c2ccc(Br)o2)CC1 (configuration not stated),-1.6%
O=C(Nc1ccc(N2CCCC2)c(Cl)c1)c1ccccc1F,-3.3%
CCOC(=O)C1=C(C)OC(=Cc2ccc(OC)cc2)C1=O,3.5%
CCC1NC(=O)c2cccnc2-n2c1nc1ccc(C)cc1c2=O (configuration not stated),-2.8%
Cc1cccc(-c2nnc(C(C)Nc3cccc(C(=O)NC4CC4)c3)o2)c1 (configuration not stated),-6.0%
Cc1c(-c2ccc(OCCN3CCOCC3)cc2)c(=O)oc2ccc3ccccc3c12,-4.0%
Cc1ccc(NC(=O)CSc2nnc3n2CCCCC3)cc1S(=O)(=O)N1CCOCC1,-1.6%
COc1ccc(CN2C(=O)C(CC(=O)NC3CCCCC3)CC(C(=O)N(C)C)=C2C)cc1 (configuration not stated),5.0%
CCN(CC)C(=O)C1=C(C)N(Cc2ccc(F)cc2)C(=O)C(CC(=O)NCCN2CCOCC2)C1 (configuration not stated),9.4%
CC1=C(C(=O)N2CCOCC2)CC(CC(=O)NCc2cccs2)C(=O)N1Cc1ccc(C(C)(C)C)cc1 (configuration not stated),-2.2%
CC(C)CC1C(=O)N(Cc2cn(Cc3ccco3)nn2)CCS(=O)(=O)N1Cc1ccc(-c2ccncc2)cc1 (configuration not stated),-3.5%
COc1cccc(S(=O)(=O)N(C)C[C@@H]2OCc3cnnn3CCCC(=O)N([C@H](C)CO)C[C@@H]2C)c1,-7.4%
C[C@@H]1CN([C@H](C)CO)S(=O)(=O)c2ccc(Br)cc2O[C@@H]1CN(C)Cc1ccc(-c2ccccc2)cc1,4.0%
COC(=O)[C@H]1C[C@@]2(O)CN(S(=O)(=O)c3ccc(C)cc3)C[C@@]2(OC(=O)NC2CC2)C[C@H]1C(=O)OC,-3.4%

# Continuation:
SMILES,Dengue-2 NS5 capping
COc1cc(OC)c(OC)cc1C=Cc1ccc2ccccc2n1,2.9%
O=C1[C@H]2[C@@H](c3ccccc3)N[C@]3(CCCN(Cc4ccc(F)cc4)C3=O)[C@H]2C(=O)N1Cc1ccccc1,1.1%
C=CCN1CCN(c2ccncc2S(=O)(=O)N2CCN(C)CC2)CC1,-1.7%
c1ccc(N=NN2CCOCC2)cc1,-4.6%
COc1ccncc1-c1ccccc1C1=CC(=O)CC(C)(C)C1=O,-3.3%
c1ccc(COc2ncnc3c2ncn3CCCNCC(c2ccccc2)c2ccccc2)cc1,1.6%
Cn1c2nc3ccccc3c-2nc2ccccc21,-2.3%
O=C1OC(c2ccccc2)(N(Nc2ccccc2)c2ccccc2)c2ccccc21 (configuration not stated),-4.6%
CCN(CC(=O)Nc1ccc(NC(C)=O)cc1)C(=O)c1ccc(Sc2nncn2C)c([N+](=O)[O-])c1,3.5%
CC1C(=O)N(Cc2cn(Cc3ccco3)nn2)CCS(=O)(=O)N1Cc1ccc(-c2ccc(Cl)cc2)cc1 (configuration not stated),-5.2%
CCc1cc2c(SCC(=O)N3CCN(C(=O)c4cccs4)CC3)ncnc2s1,6.6%
COc1ccc(C(=O)N/N=C/c2ccccn2)cc1,3.8%
CN(CC(=O)C(C(N)=O)c1ccccc1)c1ccccc1 (configuration not stated),-3.5%
O=C(NC(=S)N1CC=CCC1)c1ccccc1,0.0%
CCOC(=O)CCCCCC(=O)Nc1ccc2c(c1)C(=O)N([C@@H](C)CO)C[C@H](C)[C@H](CN(C)C(=O)Nc1ccc(C(F)(F)F)cc1)OCCCC[C@H](C)O2,5.0%
COc1ccc(N2C[C@H](Cc3ccccc3)[C@@H](CC(=O)Nc3ccccc3)C2=O)cc1,5.7%
CC(C)N1CC(C(=O)Nc2ccc(Cl)cc2Cl)CC1=O (configuration not stated),-1.6%
CCc1nc(CN2CCCC(C(=O)Nc3ccc(-c4cccc(OC)c4)cc3)C2)c(C)[nH]1 (configuration not stated),5.0%
Cn1c2nc(=O)n(-c3ccccc3)c(=O)c-2nc2c1CCCC2,?
Cc1ccc([C@H]2N[C@]3(CCCN(Cc4ccco4)C3=O)[C@H]3C(=O)N(C)C(=O)[C@@H]23)cc1,0.0%
O=S1(=O)C[C@@H](N2CCN(c3ccccn3)CC2)[C@H](COCc2ccccc2)N1,3.9%
COc1cccc(CNS(=O)(=O)c2cc(Br)ccc2Br)c1,-1.6%
C[C@@H]1CN([C@H](C)CO)C(=O)CCCn2cc(nn2)CO[C@H]1CN(C)C(=O)Nc1ccc(C(F)(F)F)cc1,-3.5%
C[C@@H]1CN([C@@H](C)CO)C(=O)CCCn2nncc2CO[C@@H]1CN(C)C(=O)Nc1ccc2c(c1)OCO2,-1.1%
CCN1C(=O)[C@H]2[C@@H](c3ccc(C)cc3)N[C@]3(CCCN(Cc4ccc(C)cc4)C3=O)[C@H]2C1=O,-5.8%
CC1(C)CC(=O)C=C(c2ccc(COC(=O)c3cc(F)cc(F)c3)cc2)C1=O,-5.5%
COc1ccc([C@H]2N[C@]3(CCCN(Cc4cccn4C)C3=O)[C@H]3C(=O)N(C)C(=O)[C@@H]23)cc1,-0.6%
CN(C(=O)COC(=O)c1cccs1)c1ccccc1,-0.6%
C[C@@H](CO)NC(=O)c1nc[nH]c1C(=O)N[C@H](C)c1ccccc1,-1.6%
CCC(=O)c1ccc(OCC(=O)OCc2csc(CC(=O)Nc3ccccc3C)n2)cc1,-5.0%
Cc1ccc(S(=O)(=O)N(C)C[C@H]2Oc3cc(C#CC4CCCC4)ccc3S(=O)(=O)N([C@H](C)CO)C[C@H]2C)cc1,-9.8%
COc1ccc(C(=O)N/C(=C\c2cn(S(=O)(=O)N(C)C)c3ccccc23)C(=O)N2CCN(C)CC2)cc1OC,9.9%
Cc1ccc(S(=O)(=O)N2C[C@H]3n4c(=O)ccc(=O)n4C[C@H](OC(=O)NCc4ccco4)[C@@]3(O)C2)cc1,-31.4%
C[C@H](O)C#Cc1ccc2c(c1)O[C@@H](CN(C)Cc1ccc(-c3ccccc3)cc1)[C@H](C)CN([C@@H](C)CO)S2(=O)=O,-2.8%
CC1(C)CC(=O)C=C(c2cccc(OC(=O)c3ccc(Br)cc3)c2)C1=O,-0.6%
